Screens from PubChem.
Vif-A3G inh: inhibitors of Vif-APOBEC3G interaction; AID 602310; hit rate 0.076% among 410,000; Q9HC16; Potency, µM (titrated, usually from 46.1 µM), inactives show top-dose activity, negative = active, actives largely listed as inhibitors; HeLa A3G-eYFP + Vif (tagged APOBEC3G with the HIV-1 protein that degrades it), YFP fluorescence, overnight;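 further: potency means the concentration at half of the fitted maximal effect; on the % scale 0 is the no-effect control and ±100 the full control effect; nearly all actives have a fitted effect of over 60% in size; hits raise eYFP signal because A3G escapes Vif-driven loss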
Target sequence (Q9HC16 whole entry, looked up): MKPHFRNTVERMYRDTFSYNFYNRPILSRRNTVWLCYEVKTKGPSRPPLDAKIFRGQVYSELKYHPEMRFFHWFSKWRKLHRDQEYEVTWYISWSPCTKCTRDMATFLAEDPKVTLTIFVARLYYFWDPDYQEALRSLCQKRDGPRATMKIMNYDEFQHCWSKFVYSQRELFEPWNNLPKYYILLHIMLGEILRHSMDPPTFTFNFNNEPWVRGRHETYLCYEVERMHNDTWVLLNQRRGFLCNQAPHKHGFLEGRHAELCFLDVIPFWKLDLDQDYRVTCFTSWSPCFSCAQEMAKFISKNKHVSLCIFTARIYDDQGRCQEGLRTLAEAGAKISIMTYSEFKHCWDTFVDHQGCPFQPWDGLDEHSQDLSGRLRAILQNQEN
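Read-out is eYFP fluorescence (Ex 488/Em 500-530) from Vif-expressing HeLa A3G-eYFP cells; more signal means A3G escaped Vif-mediated degradation. Cells plated overnight, compound pinned in, incubated overnight at 37 deg C.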
TrxR1 substrate: is turned over as a substrate by rat TrxR1; O89049; purified TrxR1 substrate turnover, NADPH consumption readout; Potency, µM (highest dose often 114 µM), inactives show at the highest dose activity change, negative = substrate turnover; hit rate 0.01% among 390,000; further: potency means the concentration at half of the fitted maximal effect; on the % scale 0 is the no-effect control and ±100 the full control effect; nearly all actives have a fitted effect of over 50% in size
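Rat TrxR1, dispensed at 90 nM, was prereduced with 400 uM NADPH (final) for 5 min at ~22 deg C, then incubated with compound 15 min before 400 uM selenite. A first-read NADPH fluorescence drop versus no-compound background flagged substrates.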
GRP78 ERSR act: ER stress response induction in glioma; U87-MG GRP78 promoter luciferase reporter, 16 h; Potency, µM, without a hit: at the highest dose activation, hits mostly activators; hit rate 0.02% among 420,000; further: potency means the concentration at half of the fitted maximal effect; series mostly up to about 76 µM; % of control where 0% means no effect; nearly all actives have a fitted effect of over 35% in size
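ERSR induction read as luciferase luminescence (Bright-Glo, 10 min at room temperature) in stably transfected human U87-MG glioma cells exposed to compounds for 16 h, using GRP78 as sensor.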
Vif-A3F inh: inhibitors of Vif-A3F interaction | HeLa A3F-eYFP + Vif (tagged APOBEC3F with the HIV-1 protein that degrades it), YFP fluorescence increase | Potency, µM (highest dose often 46.1 µM), for the others: top-dose activity, negative = active | hit rate 0.2% among 390,000 | AID 602313; further: potency means the concentration at half of the fitted maximal effect; % of control where 0% means no effect; nearly all actives have a fitted effect of over 65% in size
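Fluorescence increase (Ex 488/Em 500-530) after overnight compound treatment at 37 deg C flags inhibition of Vif-driven A3F-eYFP loss in stable HeLa A3F-eYFP/Vif cells seeded overnight beforehand.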
RGS4 inhibitor: blocks human RGS4-accelerated GTP hydrolysis | P49798 | Transcreener GDP fluorescence polarization, RGS4-accelerated GTP hydrolysis | Potency, µM (highest dose often 114 µM), inactives show top-dose activity change, negative = inhibition, hits mostly inhibitors | hit rate 0.039% among 390,000; further: potency means the concentration at half of the fitted maximal effect; on the % scale 0 is the no-effect control and ±100 the full control effect; nearly all actives have a fitted effect of over 75% in size; some results filed as inactive show a strong effect at the top dose
Target sequence (P49798 whole entry, looked up): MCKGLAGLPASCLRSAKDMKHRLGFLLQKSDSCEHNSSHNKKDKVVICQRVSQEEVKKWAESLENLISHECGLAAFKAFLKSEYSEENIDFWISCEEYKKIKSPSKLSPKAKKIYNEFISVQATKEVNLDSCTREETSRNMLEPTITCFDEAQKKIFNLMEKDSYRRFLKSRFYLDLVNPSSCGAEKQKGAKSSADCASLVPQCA
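MLSMR compounds (23 nl, pin-transferred) preincubated 10 min at room temperature with a 500nM (2x) first reagent, then RGS4 at 900nM (2x) plus Transcreener GDP mix added; fluorescence polarization (620/688 nm) read before and after 90 min at 30 °C.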
USP1 inh: inhibitors of human USP1/UAF1 deubiquitinase | recombinant USP1/UAF1, Ub-Rhodamine cleavage fluorescence | O94782 | AID 743255 | hit rate 0.23% among 390,000 | Potency, µM (top dose mostly 57.1 µM), without a hit: at the highest dose activity change, negative = inhibition, usual class: inhibitors; further: potency means the concentration at half of the fitted maximal effect; on the % scale 0 is the no-effect control and ±100 the full control effect; nearly all actives have a fitted effect of over 60% in size; inactives centre near -12
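1 nM enzyme complex + cpd, 15 min RT; start with Ub-Rho 150nM final; kinetic fluorescence ex 480/em 540, 6 reads q60 s. Buffer 50mM HEPES pH 7.8, 0.5mM EDTA, 0.1 mg/ml BSA, 1mM TCEP, 0.01% Tween-20.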
TrxR1 inh: rat TrxR1 inhibition | O89049 | recombinant rTrxR1, NADPH fluorescence consumption, selenite substrate | Potency, µM (titrated, usually from 114 µM), for the others: at the highest dose activity change, negative = inhibition, actives largely listed as inhibitors | hit rate 1% among 390,000 | AID 588453; further: potency means the concentration at half of the fitted maximal effect; on the % scale 0 is the no-effect control and ±100 the full control effect; nearly all actives have a fitted effect of over 65% in size
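Rat TrxR1 (90 nM in the dispensed reagent) was pre-reduced with 400 uM NADPH for 5 min at room temperature, then incubated with compound for 15 min. After 400 uM selenite was added, NADPH fluorescence (Ex 340/Em 450 nm) was followed for 8 min.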
IDH1 R132H inh: human IDH1 R132H inhibition | O75874 | IDH1-R132H enzyme, NADPH consumption, diaphorase/resazurin fluorescence | Potency, µM (series often up to 76.6 µM), without a hit: at the highest dose activity change, negative = inhibition, actives largely listed as inhibitors | hit rate 0.093% among 390,000; further: potency means the concentration at half of the fitted maximal effect; on the % scale 0 is the no-effect control and ±100 the full control effect; nearly all actives have a fitted effect of over 65% in size
Target sequence (O75874 whole entry R132H, stated change not applied): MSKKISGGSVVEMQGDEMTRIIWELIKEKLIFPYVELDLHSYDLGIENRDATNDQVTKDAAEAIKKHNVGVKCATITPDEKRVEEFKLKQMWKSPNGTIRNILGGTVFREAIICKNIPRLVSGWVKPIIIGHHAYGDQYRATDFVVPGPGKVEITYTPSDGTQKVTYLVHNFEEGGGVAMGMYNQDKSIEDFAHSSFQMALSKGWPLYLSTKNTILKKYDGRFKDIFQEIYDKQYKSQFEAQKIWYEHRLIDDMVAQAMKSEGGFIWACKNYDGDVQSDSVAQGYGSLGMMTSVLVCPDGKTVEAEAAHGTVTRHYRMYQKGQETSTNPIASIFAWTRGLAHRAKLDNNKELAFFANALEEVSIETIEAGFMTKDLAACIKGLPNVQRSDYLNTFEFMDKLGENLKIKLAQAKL
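IDH1-R132H (0.5 ug/mL) preincubated 30 min with compound, then NADPH (0.016 mM) and alpha-KG (2 mM) added; 80 min at RT, pH 7.5. Remaining NADPH coupled via diaphorase/resazurin to fluorescence (540/590 nm); concentration-response curves normalized to no-enzyme control.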
LDHA block: LDHA (human) enzyme inhibition; P00338; purified LDHA, NADH/diaphorase-resazurin fluorescence; active compounds read low; activity change, % (values are at about 110 or 230 µM); hit rate 0.15% among 480,000; in the data active means activity change below about -30%; inconclusive means mostly about -25% to -30%;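 further: plate controls were DMSO wells for no effect and wells without enzyme for full effect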
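Enzyme activity of human lactate dehydrogenase 5 (2 nM; 0.06 mM NADH, 0.2 mM pyruvate, 5 min, RT) is measured via a resazurin/diaphorase fluorescence readout of residual NADH.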
The depositor's hits bear a star; [ ] = remark or other dose. Unless noted, the call rests on the fitted dose curve; in most records, active means well fitted curve in the direction sought with a large enough effect; inconclusive means small, poorly fitted or top-dose-only effect, or another doubt; inactive means no such curve, though single readings can be large; an effect the other way counts as inactive or inconclusive. A portion of the library, so the mix of outcomes need not match the whole.

`CSc1nn(Cc2cccc(F)c2)c(N(C(C)=O)C(C)=O)c1S(=O)(=O)c1ccccc1` gave Vif-A3G inh -16%, TrxR1 substrate -2%, GRP78 ERSR act -5%, Vif-A3F inh -4%, RGS4 inhibitor -2%, USP1 inh -25%, TrxR1 inh inconclusive, IDH1 R132H inh 0% and LDHA block -32*.
`COc1cc(C=O)ccc1OCc1ccc(Cl)nc1` gave Vif-A3G inh 4%, TrxR1 substrate -8%, GRP78 ERSR act 3%, Vif-A3F inh 3%, RGS4 inhibitor -1%, USP1 inh -6%, TrxR1 inh -3%, IDH1 R132H inh 1% and LDHA block -1.
COc1cccc(N2CCN(C(=O)c3ccc(Cn4c(=O)[nH]c5cc(OC)c(OC)cc5c4=O)cc3)CC2)c1 was read as Vif-A3G inh 5%, TrxR1 substrate 6%, GRP78 ERSR act 0%, Vif-A3F inh 2%, RGS4 inhibitor -1%, USP1 inh -6%, TrxR1 inh 20%, IDH1 R132H inh -8% and LDHA block -7.
For CCOC(=O)c1[nH]c2c(c1C)C(=O)CC(c1ccc(OCC)c(OC)c1)C2 (stereo unspecified) the results were Vif-A3G inh -6%, TrxR1 substrate 6%[57.1 µM], GRP78 ERSR act -3%, Vif-A3F inh -6%, RGS4 inhibitor -29%, USP1 inh -2%, TrxR1 inh 16%[57.1 µM], IDH1 R132H inh -2% and LDHA block -5.
Screening Cc1ccc2nc(C3CCN(CC(=O)Nc4ccc5c(c4)OCCO5)CC3)[nH]c2c1 returned Vif-A3G inh -2%, TrxR1 substrate -5%, GRP78 ERSR act -2%, Vif-A3F inh -10%, RGS4 inhibitor 37%, USP1 inh -2%, TrxR1 inh -25%, IDH1 R132H inh -1% and LDHA block -1.
For O=C(Nc1ccc(OCC(=O)N2CCOCC2)cc1)c1ccccc1F the results were Vif-A3G inh -1%, TrxR1 substrate 4%, GRP78 ERSR act -1%, Vif-A3F inh -3%, RGS4 inhibitor -7%, USP1 inh -8%, TrxR1 inh 12%, IDH1 R132H inh 11% and LDHA block -10.
For COc1ccc(Cn2nnnc2C(c2ccc(F)cc2)N2CCN(C3CCCC3)CC2)cc1 (stereo unspecified) the results were Vif-A3G inh 2%, TrxR1 substrate 7%, GRP78 ERSR act -7%, Vif-A3F inh 1%, RGS4 inhibitor 7%, USP1 inh -7%, TrxR1 inh 17%[57.1 µM], IDH1 R132H inh 9% and LDHA block 1.
`O=C1c2cccc(OCc3ccc(F)cc3)c2CCN1Cc1ccc(F)cc1` gave Vif-A3G inh -6%, TrxR1 substrate -10%, GRP78 ERSR act -4%, Vif-A3F inh -2%, RGS4 inhibitor -1%, USP1 inh -13%, TrxR1 inh -10%, IDH1 R132H inh -2% and LDHA block -3.
Screening COc1ccc(/C=C2\SC(=O)N(CC(=O)Nc3ccc(O)cc3)C2=O)cc1OC returned Vif-A3G inh 3%, TrxR1 substrate 20%, GRP78 ERSR act -5%, Vif-A3F inh 4%, RGS4 inhibitor -13%, USP1 inh -11%, TrxR1 inh 18%, IDH1 R132H inh -10% and LDHA block -3.
For COCCNC(=O)c1ccc2c(c1)NC(=O)C(CS(=O)(=O)Cc1ccc(F)cc1Cl)N2 (stereo unspecified) the results were Vif-A3G inh 1%, TrxR1 substrate 12%[57.1 µM], GRP78 ERSR act -3%, Vif-A3F inh 0%, RGS4 inhibitor -3%, USP1 inh -22%, TrxR1 inh 9%[57.1 µM], IDH1 R132H inh -26% and LDHA block 2.
CC(=O)N=C1SC2CS(=O)(=O)CC2N1Cc1ccc(C)cc1 (stereo unspecified) was read as Vif-A3G inh 3%, TrxR1 substrate 1%, GRP78 ERSR act -2%, Vif-A3F inh 16%, RGS4 inhibitor 13%, USP1 inh -13%, TrxR1 inh 19%, IDH1 R132H inh 2% and LDHA block -7.
O=C(NCc1nc2ccccc2[nH]1)c1ccc(S(=O)(=O)N2CCCC2)cc1 was read as Vif-A3G inh -5%, TrxR1 substrate -9%[57.1 µM], GRP78 ERSR act -2%, Vif-A3F inh -10%, RGS4 inhibitor -22%, USP1 inh -8%, TrxR1 inh 25%[57.1 µM], IDH1 R132H inh -2% and LDHA block 4.
For CCOC(=O)Cc1cc(=O)n2[nH]c(-c3ccccc3)c(-c3ccccc3)c2n1 the results were Vif-A3G inh 3%, TrxR1 substrate 6%[57.1 µM], GRP78 ERSR act 0%, Vif-A3F inh 5%, RGS4 inhibitor -35%, USP1 inh -13%, TrxR1 inh 13%[57.1 µM], IDH1 R132H inh 7% and LDHA block -4.
`CN1CCN(NC(=O)Nc2cccc(F)c2)CC1` gave Vif-A3G inh 1%, TrxR1 substrate 0%, GRP78 ERSR act 1%, Vif-A3F inh 1%, RGS4 inhibitor 28%, USP1 inh -7%, TrxR1 inh 1%, IDH1 R132H inh -24% and LDHA block -4.
For Fc1cccc(NC(=S)NCCCN2CCOCC2)c1 the results were Vif-A3G inh 0%, TrxR1 substrate 7%[57.1 µM], GRP78 ERSR act -7%, Vif-A3F inh -8%, RGS4 inhibitor -16%, USP1 inh -19%, TrxR1 inh 0%[57.1 µM], IDH1 R132H inh -2% and LDHA block -12.
`Cc1ccc(Nc2c(-c3ccco3)nc3ccc(C)cn23)cc1` gave Vif-A3G inh -3%, TrxR1 substrate 42%[activator], GRP78 ERSR act -3%, Vif-A3F inh -7%, RGS4 inhibitor 0%, USP1 inh -8%, TrxR1 inh 24%, IDH1 R132H inh -19% and LDHA block 4.
Screening CCOc1ccc(Br)cc1S(=O)(=O)Nc1ccc(C(=O)OC(C)C(=O)N(C)c2ccccc2)cc1 (stereo unspecified) returned Vif-A3G inh 0%, TrxR1 substrate -7%, GRP78 ERSR act -6%, Vif-A3F inh -10%, RGS4 inhibitor -15%, USP1 inh -21%, TrxR1 inh 13%, IDH1 R132H inh -2% and LDHA block -10.
For COc1ccccc1N1C(=N)S/C(=C\c2ccc(-c3ccccc3C(=O)O)o2)C1=O the results were Vif-A3G inh 2%, TrxR1 substrate -17%, GRP78 ERSR act -6%, Vif-A3F inh 8%, RGS4 inhibitor -21%, USP1 inh -15%, TrxR1 inh inconclusive, IDH1 R132H inh 6% and LDHA block -1.
For Cc1ccc(NC(=S)N(CCCN2CCCC(C)C2)Cc2ccco2)cc1C (stereo unspecified) the results were Vif-A3G inh -4%, TrxR1 substrate -10%, GRP78 ERSR act -4%, Vif-A3F inh -1%, RGS4 inhibitor -13%, USP1 inh -25%, TrxR1 inh -21%, IDH1 R132H inh 5% and LDHA block 0.
`O=C(/C=C/c1cccc([N+](=O)[O-])c1)OCC(=O)N1CCN(C(=O)c2ccco2)CC1` gave Vif-A3G inh 0%, TrxR1 substrate -9%, GRP78 ERSR act -2%, Vif-A3F inh 4%, RGS4 inhibitor -34%, USP1 inh -8%, TrxR1 inh -27%, IDH1 R132H inh 6% and LDHA block 0.
Screening O=C(CSc1cccc(C(F)(F)F)c1)NCc1ccccc1 returned Vif-A3G inh -1%, TrxR1 substrate 5%[57.1 µM], GRP78 ERSR act -3%, Vif-A3F inh 0%, RGS4 inhibitor 18%, USP1 inh 0%, TrxR1 inh -4%[57.1 µM], IDH1 R132H inh 7% and LDHA block -6.
For Cc1ccc2c(C(=O)CN3CCN(C(=O)c4ccco4)CC3)c(C)[nH]c2c1 the results were Vif-A3G inh -1%, TrxR1 substrate 2%[57.1 µM], GRP78 ERSR act -5%, Vif-A3F inh 11%, RGS4 inhibitor -1%, USP1 inh 0%, TrxR1 inh -37%, IDH1 R132H inh -1% and LDHA block -3.
COc1ccc(-c2cc(C(F)(F)F)c(C#N)c(SCC(=O)Nc3ccccc3F)n2)cc1 was read as Vif-A3G inh -5%, TrxR1 substrate 28%, GRP78 ERSR act -4%, Vif-A3F inh 1%, RGS4 inhibitor -25%, USP1 inh -14%, TrxR1 inh -9%, IDH1 R132H inh 19% and LDHA block -4.
For O=C(CSc1nnc(SCc2ccc(Cl)cc2)s1)N/N=C/c1ccc(Cl)cc1Cl the results were Vif-A3G inh 0%, TrxR1 substrate -15%, GRP78 ERSR act 0%, Vif-A3F inh -6%, RGS4 inhibitor 15%, USP1 inh 3%, TrxR1 inh -17%, IDH1 R132H inh 10% and LDHA block -9.
Screening Cc1c(C(=O)Nc2ccc(Cl)cn2)oc2ccccc12 returned Vif-A3G inh 1%, TrxR1 substrate 12%, GRP78 ERSR act 0%, RGS4 inhibitor 16%, USP1 inh -2%, TrxR1 inh 30%, IDH1 R132H inh 5% and LDHA block -10.
Screening Cc1cc(C)n(-c2ccc(S(N)(=O)=O)cc2[N+](=O)[O-])n1 returned Vif-A3G inh 9%, TrxR1 substrate 2%, GRP78 ERSR act -4%, Vif-A3F inh 13%, RGS4 inhibitor -4%, USP1 inh -21%, TrxR1 inh 16%, IDH1 R132H inh 6% and LDHA block -3.
